# TWEAK-Fn14 inh: inhibitors of TWEAK-Fn14 signaling, primary screen, luciferase reporter cells, uHTS; TWEAK-stimulated Fn14 reporter cells, luciferase luminescence, 8 h; 2% of 360,000 active; inhibition, % at 10 µM; AID 1159606, 2016; in the data active = inhibition above about 50%
# COUP-TFII inh: NR2F2 transcriptional activity inhibitors, primary screen, cell-based, luciferase reporter, HEK293T, luminescence; 0.7% of 370,000 active; COUP transcription factor 2 (Homo sapiens), P24468; inhibition, % at 8.6 µM; HEK293T NGFI-A luciferase reporter; AID 686940, 2013;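 active = inhibition above a per-plate cutoff, mean inhibition of test wells between control levels plus 3 SD, cut at about 38% in these data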;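 note: cells cotransfected with COUP-TFII expression vector driving the NGFI-A reporter; 0% = median of COUP-TF2 test wells and 100% = reporter-only cells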
# CF NFkB block: inhibitors of PAF-induced NF-kB signaling, primary screen, cell-based, GFP fluorescence, uHTS | KKLEB NF-kB-GFP reporter, GFP fluorescence overnight | inhibition, % at 5 µM | 0.86% of 360,000 active | AID 588850, 2011;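 active = at least 50% inhibition at 5 µM, scaled per plate between neutral and stimulator controls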;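 note: PAF is a Pseudomonas aeruginosa culture filtrate used as stimulus; plate controls were PAF-stimulated DMSO wells for no effect and unstimulated DMSO wells for full effect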
# LRH-1 inv ag: LRH-1 (NR5A2) inverse agonists, primary screen, cell-based, luminescence, HEK293T, StAR-luciferase reporter. Nuclear receptor subfamily 5 group A member 2 (Homo sapiens), O00482. LRH-1 transfected, 24 h. inhibition, % at 3.6 µM. 0.13% of 360,000 active. AID 602396, 2012;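 active = inhibition above the mean inhibition of all tested compounds plus 3 SD, cut at about 73% in these data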;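 note: 0% = DMSO wells and 100% = reporter-only cells lacking LRH-1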
# SRC1 inh: SRC1 coactivator transcriptional activity inhibitors, primary screen, cell-based, luminescence. HEK293 GAL4-SRC1 luciferase reporter. inhibition, % at 3.6 µM. AID 588354, 2011. 0.12% of 360,000 active. Nuclear receptor coactivator 1 (Homo sapiens), Q15788;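 active = inhibition above the campaign mean plus 3 SD, with each screening campaign given its own cutoff, cut at about 60% in these data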;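 note: 0% = DMSO treated cells and 100% = gossypol at 36 µM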
# Target sequence (Q15788 whole entry, looked up, the tested form may be a part): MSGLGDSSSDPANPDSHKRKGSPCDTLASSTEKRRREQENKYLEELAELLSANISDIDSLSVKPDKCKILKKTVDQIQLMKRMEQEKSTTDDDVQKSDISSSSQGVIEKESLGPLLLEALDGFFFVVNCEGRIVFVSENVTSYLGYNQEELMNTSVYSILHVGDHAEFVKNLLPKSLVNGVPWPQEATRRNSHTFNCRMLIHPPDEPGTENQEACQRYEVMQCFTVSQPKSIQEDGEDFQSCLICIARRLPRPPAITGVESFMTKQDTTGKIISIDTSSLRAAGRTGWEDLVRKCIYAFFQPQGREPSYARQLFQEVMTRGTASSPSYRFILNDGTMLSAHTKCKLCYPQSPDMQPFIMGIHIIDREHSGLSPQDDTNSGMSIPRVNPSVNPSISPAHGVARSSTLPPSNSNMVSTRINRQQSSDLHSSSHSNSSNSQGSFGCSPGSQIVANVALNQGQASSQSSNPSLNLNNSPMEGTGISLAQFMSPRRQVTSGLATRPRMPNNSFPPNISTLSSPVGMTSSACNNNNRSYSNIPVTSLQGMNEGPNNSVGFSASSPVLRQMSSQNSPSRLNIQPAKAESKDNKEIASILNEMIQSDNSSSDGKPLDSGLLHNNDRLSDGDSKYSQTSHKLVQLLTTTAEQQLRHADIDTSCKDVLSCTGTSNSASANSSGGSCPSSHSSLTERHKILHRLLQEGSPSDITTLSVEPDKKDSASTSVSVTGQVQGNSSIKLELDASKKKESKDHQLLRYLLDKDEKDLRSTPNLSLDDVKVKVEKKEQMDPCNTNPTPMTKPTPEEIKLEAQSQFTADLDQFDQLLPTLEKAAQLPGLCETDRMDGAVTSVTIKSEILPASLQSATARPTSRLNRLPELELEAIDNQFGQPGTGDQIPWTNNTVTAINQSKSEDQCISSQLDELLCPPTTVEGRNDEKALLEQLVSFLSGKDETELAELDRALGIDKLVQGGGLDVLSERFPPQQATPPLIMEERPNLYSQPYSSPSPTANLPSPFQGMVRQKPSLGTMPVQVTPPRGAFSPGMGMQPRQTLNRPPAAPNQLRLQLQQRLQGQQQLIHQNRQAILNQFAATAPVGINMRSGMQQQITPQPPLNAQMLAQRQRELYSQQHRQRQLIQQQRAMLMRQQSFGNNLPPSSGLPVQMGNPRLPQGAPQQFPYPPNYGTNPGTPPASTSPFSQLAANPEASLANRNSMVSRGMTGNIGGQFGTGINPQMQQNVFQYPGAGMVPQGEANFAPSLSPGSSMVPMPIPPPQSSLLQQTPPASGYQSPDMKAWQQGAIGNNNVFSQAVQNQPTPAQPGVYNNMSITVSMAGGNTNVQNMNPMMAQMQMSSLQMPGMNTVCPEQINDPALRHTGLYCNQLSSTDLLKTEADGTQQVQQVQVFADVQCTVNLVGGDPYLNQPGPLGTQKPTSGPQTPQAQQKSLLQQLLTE
# TROY signal inh: inhibitors of TROY-driven NF-kB signaling, primary screen, Q293 LMP1-TROYcd cells, NF-kB luciferase, uHTS; inhibition, % at 10 µM; AID 1347056, 2019; Q293 LMP1-TROYcd NF-kB luciferase reporter, 4 h; 0.98% of 360,000 active;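 active = compounds whose plate-normalised and pattern-corrected inhibition of the luciferase reporter signal at the single screening dose is 50% or more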
# LMP1 NFkB inh: EBV LMP1-driven NF-kappaB luciferase reporter inhibitors, primary screen, cell-based, luminescence, single point | 0.69% of 350,000 active | inhibition, % at 12.5 µM | LMP1-induced NF-kappaB luciferase reporter cells; in the data active = inhibition above about 41%;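 note: 0% = neutral control wells and 100% = reference inhibitor control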
# NCOA3 inh: SRC3 coactivator transcriptional activity inhibitors, primary screen, cell-based, luminescence; Nuclear receptor coactivator 3 (Homo sapiens), Q9Y6Q9; HEK293 GAL4-SRC3 luciferase reporter; inhibition, % at 3.6 µM; 0.17% of 360,000 active;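 active = inhibition above a per-campaign cutoff, the mean of all compounds plus 3 SD, cut at about 60% in these data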;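 note: 0% = DMSO-treated cells and 100% = gossypol-treated cells at 36 µM; higher means less SRC3-driven luciferase light from the GAL4 reporter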
# C8 TRAIL sens: viability loss with TRAIL in NB7+C8 cells, primary screen, TRAIL sensitizer project, cell-based, ATPlite luminescence. inhibition (viability loss, TRAIL sensitization), % at 10 µM. 1% of 360,000 active;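 active = compounds causing at least 50% loss of cell viability in the single-dose screen, relative to plate controls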
# KKLEB cytotox: cytotoxicity in KKLEB CF airway cells, primary screen, cytotoxicity control for CF NF-kB inhibitor project, cell-based, uHTS, fluorescence assay plates; KKLEB CF airway cells viability, ATPlite luminescence, overnight; stronger effect = lower value; cells stimulated with P. aeruginosa culture filtrate; activity change (cytotoxicity), % at 5 µM; 0.36% of 360,000 active; AID 602141, 2011;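 active = corrected activity change at or below -50% at 5 µM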
# Shn3 3UTR inh: reduction of Shn3 3'UTR firefly luciferase signal, primary screen, Schnurri-3 inhibitor project, cell-based, Clone20 osteoblasts, set 2. Clone20 osteoblast Shn3 3'UTR firefly luciferase, 24 h. inhibition, % at 12.5 µM. 0.52% of 360,000 active;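 active = mean inhibition of at least 75% with every replicate also reaching 75%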;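 note: 0% = median of neutral control wells and 100% = pilot-screen positive control compound; some compounds past the cut are filed as inactive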
# * hit, by the source's call; nt = no result given. This is a subset. The share of hits here may be higher or lower than overall.
# Second line of a record: TWEAK-Fn14 inh, COUP-TFII inh, CF NFkB block, LRH-1 inv ag, SRC1 inh, TROY signal inh, LMP1 NFkB inh, NCOA3 inh, C8 TRAIL sens, KKLEB cytotox, Shn3 3UTR inh
Cc1cccc(-n2ncc3c(NCc4ccccn4)ncnc32)c1
  -4, -49, 4, -60, -25, -56, -14, -51, 10, 3, -56
CSc1sc(C(=O)NCC2CC2)cc1S(=O)(=O)C(C)C
  -18, -3, 14, 4, -46, 4, 11, 13, 14, -1, -5
COc1cc([N+](=O)[O-])ccc1NC(=O)Cc1ccccc1
  -6, -11, -16, 6, 0, -10, 5, -3, -16, -16, 1
O=c1c2ccccc2c(-c2ccc(F)cc2)nn1-c1ccc(C(F)(F)F)cc1
  -5, 5, 8, 8, 4, -12, -16, 8, -12, -5, 12
CCOc1ccc(-c2c(C#N)c(N)nc3c2c(=O)n(C)c(=O)n3C)cc1OC
  -2, 2, -2, -7, -4, 3, 3, -144, 86*, 0, 4
CCc1ccccc1NC(=O)CN1CCN(C(=O)CNC(=O)Cc2cccc3ccccc23)CC1
  5, 19, -3, 12, 6, 24, 10, 9, 15, 11, 11
C[C@H]1Cn2cnc(C(=O)NCC(=O)OC(C)(C)C)c2C(=O)N1
  6, -8, -1, 17, -2, 1, -4, -6, -3, 3, -26
CCN(CC(=O)Nc1cccc(Br)c1)Cc1nc2ccccc2c(=O)[nH]1
  -28, -4, 8, 7, -130, 8, -7, -5, -4, -8, 11
Cc1ccc(C(=O)Nc2cc(Cl)ccc2-n2cncn2)s1
  -7, -25, -8, -3, -13, -39, -3, -7, 2, -2, -8
Cc1ccc(S(=O)(=O)Nc2ncnc3ccccc23)cc1
  1, -8, 6, 3, -7, -7, -2, 1, -18, -7, -11
CCN(CC)S(=O)(=O)c1ccc(C(=O)Nc2ccc3c(c2)OCCO3)cc1
  -3, -10, -4, -15, -17, -14, -4, -24, 12, 21, -11
O=C1c2ccccc2C(c2nnnn2-c2ccc3ccccc3c2)N1C1CC1 (stereo unspecified)
  1, 6, nt, -6, nt, 4, nt, nt, -9, nt, nt
O=C(C1CCCN(c2ncnc3c2nc2n3CCCCC2)C1)N1CCN(c2ccccc2)CC1 (stereo unspecified)
  20, 8, 0, 9, 11, -7, 0, 1, 19, 3, 23
CN(C)CCCN(C(=O)/C=C/c1cccs1)c1nc2ccc(F)cc2s1
  19, -7, 45, -3, 10, -1, -9, 12, 25, -30, -27
Cn1cc(C(=O)NCC2COc3ccccc3O2)c(=O)c2cc(S(=O)(=O)N3CCCCC3)ccc21 (stereo unspecified)
  3, 17, -16, 11, -21, 1, 6, 14, -7, -35, 0

# The closing five entries of the section above lead into the next:
# Second line of a record: TWEAK-Fn14 inh, COUP-TFII inh, CF NFkB block, LRH-1 inv ag, SRC1 inh, TROY signal inh, LMP1 NFkB inh, NCOA3 inh, C8 TRAIL sens, KKLEB cytotox, Shn3 3UTR inh
CCN(CC)S(=O)(=O)c1ccc(C(=O)Nc2ccc3c(c2)OCCO3)cc1
  -3, -10, -4, -15, -17, -14, -4, -24, 12, 21, -11
O=C1c2ccccc2C(c2nnnn2-c2ccc3ccccc3c2)N1C1CC1 (stereo unspecified)
  1, 6, nt, -6, nt, 4, nt, nt, -9, nt, nt
O=C(C1CCCN(c2ncnc3c2nc2n3CCCCC2)C1)N1CCN(c2ccccc2)CC1 (stereo unspecified)
  20, 8, 0, 9, 11, -7, 0, 1, 19, 3, 23
CN(C)CCCN(C(=O)/C=C/c1cccs1)c1nc2ccc(F)cc2s1
  19, -7, 45, -3, 10, -1, -9, 12, 25, -30, -27
Cn1cc(C(=O)NCC2COc3ccccc3O2)c(=O)c2cc(S(=O)(=O)N3CCCCC3)ccc21 (stereo unspecified)
  3, 17, -16, 11, -21, 1, 6, 14, -7, -35, 0
COc1ccc(CN(C)C(=O)c2ccc(Cl)c(S(=O)(=O)NCc3cccnc3)c2)cc1F
  1, 13, 14, -8, -19, 6, 1, 20, 8, -19, 10
Cc1ccc2ncc(NC(=O)c3ccc(F)cc3)c(=O)n2c1
  -19, -3, -7, -19, -47, -36, -4, -19, 1, -3, -36
Cc1ccc(NC(=O)CSc2nnc3ccccn23)c(Cl)c1
  -9, -17, -4, -35, -50, -30, -17, -35, -2, -2, -38
Cc1cccc(NC(=O)CSc2nc3c([nH]c4ccccc43)c(=O)n2C)c1
  14, 11, -17, 21, -20, -3, -67, 2, 21, -15, 25
Nc1[nH]c(C(=O)c2ccccc2)c(-c2ccncc2)c1C(=O)NCCc1c[nH]c2ccccc12
  25, -13, nt, 3, nt, 17, nt, nt, 6, nt, nt
Nc1nnc(-c2ccc(F)cc2)s1
  1, -15, 0, 14, 11, -29, 2, -2, 13, -1, -41
COc1ccc(Cl)cc1C(=O)NC(=S)Nc1cc(-c2nc3ccccc3[nH]2)ccc1C
  -6, -4, 11, -27, -42, 1, 15, -15, 12, -31, 10
COc1cccc(/C=N/NC(=O)c2cccc([N+](=O)[O-])c2)c1OS(=O)(=O)c1ccccc1
  37, -2, 4, 2, 5, 27, 5, 7, 1, -6, 14
O=C(COC(=O)C1CC2CCCC(C1)C2=O)Nc1ccc(F)c(Cl)c1 (stereo unspecified)
  4, -9, -7, 4, -4, 17, 3, 14, -8, 8, 5
O=C(Nc1ccc(CN2CCOCC2)cc1)c1ccco1
  5, -7, 3, -85, -100, 5, 8, -105, 28, -10, -66
O=C(COC(=O)C12CC3CC(CC(Cl)(C3)C1)C2)Nc1ccc2[nH]c(=O)[nH]c2c1
  -33, -12, 8, 15, -28, -3, -1, -16, -7, 11, -20
O=[N+]([O-])c1ccc(N/N=C/c2sc(N3CCOCC3)nc2-c2ccccc2)c(S(=O)(=O)Nc2ccccc2Cl)c1
  69*, 6, 26, -12, -39, 49, 35, 9, 25, -29, 87*
O=C(Nc1cccc([N+](=O)[O-])c1)c1ccc2c(c1)C(=O)N(c1ccccn1)C2=O
  0, -13, 6, 12, 1, 8, -1, -3, 8, 2, 11
O=C1N(O)C2(C=CCCC2)/C(=N\O)C12CCCCC2 (stereo unspecified)
  -4, -4, -5, 0, -5, 5, -1, -1, 0, 2, 3
Oc1ccccc1-c1cc(-c2cccc(F)c2)n[nH]1
  10, -36, -28, -126, -125, -47, -68, -104, 4, 10, -72

# Second line of a record: TWEAK-Fn14 inh, COUP-TFII inh, CF NFkB block, LRH-1 inv ag, SRC1 inh, TROY signal inh, LMP1 NFkB inh, NCOA3 inh, C8 TRAIL sens, KKLEB cytotox, Shn3 3UTR inh
COC(=O)c1ccccc1NC(=O)NC1CCCCC1
  -8, -12, -9, -12, -16, -17, 3, 4, -10, 1, -8
Cc1ccc(-c2nc(C)sc2CC(=O)OCC(=O)Nc2c(F)cccc2F)cc1
  -2, 9, 21, 4, 8, -13, 0, 9, -1, -4, -15
CC(C)(C)OC(=O)NCCCCCNC(=O)c1ncn2c1c(=O)[nH]c1ccccc12
  -21, 6, 3, 1, -27, -26, -3, -3, 11, 0, -6
Cc1cc(C)c(NC(=O)CSc2nccn2C)c(C)c1
  4, 7, -5, 15, -23, -25, 5, -2, -3, 2, -14
CCOc1ccc(C(c2c(NC(=O)c3ccccc3)sc(C)c2C)N2CCN(CCO)CC2)cc1 (stereo unspecified)
  26, -28, -1, -17, -20, -2, 3, -2, -1, 6, -25
COc1ccccc1-n1cnnc1SCC(=O)NCc1cccs1
  -2, -25, -12, -12, -28, 11, 3, 10, 3, 6, -6
COc1cc2[nH]c(=O)n(CCCC(=O)N3CC=C(c4ccccc4)CC3)c(=O)c2cc1OC
  -7, 4, -9, -4, 5, -6, 1, -16, -7, -3, 20
CS(=O)(=O)c1ccccc1C(=O)Nc1cc(Cl)ccc1-n1cncn1
  6, -4, 9, 18, -3, -5, -3, -23, -3, 12, -4
COC(=O)c1cccc(N(CC(=O)NC2CCCC2)C(=O)CCC(=O)Nc2cc(C)on2)c1
  20, -4, 7, -7, -16, -7, 5, 7, -17, 3, 11
COc1ccc(/C=N/NC(=O)c2[nH]c3ccc(Br)cc3c2-c2ccccc2)cc1
  -30, -61, 81*, 43, 11, 22, 13, 28, -19, -33, -18
Nc1c(C(=O)NC2CCCC2)c2nc3ccccc3nc2n1/N=C/c1cccnc1
  31, 4, 9, 1, 3, -9, -11, 11, 21, -6, 6
CC(C)C[C@H]1CN(CCCC[C@H]2CNC(=O)C(=O)N2CCc2ccccc2)C(=O)C(=O)N1CCc1ccc(O)cc1
  10, 2, nt, 10, nt, 1, nt, nt, -6, nt, nt
C/C(=N\OCC(=O)N/N=C/c1ccccc1O)c1cccs1
  -21, 1, -12, -7, 6, -53, -7, -6, 6, -1, 20
O=C(CCn1c(=O)[nH]c2ccsc2c1=O)N1CCN(Cc2ccc3c(c2)OCO3)CC1
  8, -4, 7, 10, 14, 9, -9, 17, 7, -5, 7
COc1cccc(NC(=O)COC(=O)C2CCN(S(=O)(=O)c3cccs3)CC2)c1
  8, -9, 3, 3, -9, -4, -8, -5, 2, -8, -1

# Second line of a record: TWEAK-Fn14 inh, COUP-TFII inh, CF NFkB block, LRH-1 inv ag, SRC1 inh, TROY signal inh, LMP1 NFkB inh, NCOA3 inh, C8 TRAIL sens, KKLEB cytotox, Shn3 3UTR inh
CCc1noc(C)c1C(=O)OCC(=O)N(CCOC)c1c(N)n(Cc2ccccc2)c(=O)[nH]c1=O
  -2, -7, 0, 5, -15, -14, 0, 15, 11, 0, -13
O=C(NCCN1CCCCC1)/C(=C/c1ccco1)NC(=O)c1ccccc1
  10, -16, -17, 19, 6, -45, 4, 6, 0, 11, -2
CC1=NN(c2ccccc2)C(=O)C1C=Nc1ccccc1O (stereo unspecified)
  -2, nt, -3, 6, -17, -18, -9, 11, 2, 0, -15
COC(=O)c1c(C)n(-c2ccccc2)c2ccc(O)cc12
  17, 37, 26, 34, -4, 18, 6, 3, 4, 7, 19
COCCn1c(SCC(=O)NCC(c2ccccc2)N(C)C)nc2sc3c(c2c1=O)CCC3 (stereo unspecified)
  -13, -2, 10, 4, 2, 3, -7, 22, 9, -28, -7

# TWEAK-Fn14 inh, what is marked active above
canonical_smiles	TWEAK-Fn14 inh	COUP-TFII inh	CF NFkB block	LRH-1 inv ag	SRC1 inh	LMP1 NFkB inh	NCOA3 inh	Shn3 3UTR inh
O=[N+]([O-])c1ccc(N/N=C/c2sc(N3CCOCC3)nc2-c2ccccc2)c(S(=O)(=O)Nc2ccccc2Cl)c1	69*	6	26	-12	-39	35	9	87*

# Source: PubChem BioAssay (several laboratories)
